# tim23-1 inh: tim23-1 yeast growth inhibition; S. cerevisiae tim23-1 growth, BacTiter-Glo luminescence, 24 h; inhibition, % at 20 µM; 330,000 tested, 1.3% active; AID 463212;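 active means growth inhibition of the mutant yeast at or above 50%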;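 further: temperature-sensitive mutant grown at 25 °C; plate controls were DMSO-treated mutant yeast for no effect and medium wells lacking yeast for full effect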
# CCR6 antag: CCR6 (human) receptor antagonism; P51684; CHO-K1 CCR6 PathHunter beta-arrestin, luminescence, CCL20-stimulated; inhibition, % at 20 µM; 340,000 tested, 0.49% active; AID 493098;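 active means compounds whose inhibition of the agonist-driven luminescence signal at 20 µM reaches about 50%, limit read from the data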;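 further: cells stimulated with CCL20 at 14 nM final; plate controls were DMSO with CCL20 for no effect and DMSO without agonist for full effect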
# EBI2 block: blocks human EBI2 receptor beta-arrestin signaling. AID 651636. inhibition, % at 5 µM. 360,000 tested, 0.81% active. EBI2 beta-arrestin recruitment, luminescence, 7a,25-OHC stimulated; in the data active means inhibition above about 38%;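 further: enzyme fragment complementation signal reports receptor beta-arrestin coupling in cells; 0% = agonist plus DMSO wells and 100% = wells without agonist; some results beyond the cut were filed as inactive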
# Mdm2-MdmX inh: inhibitors of human Mdm2/MdmX interaction; O15151+Q00987; SaOS-2 split-luciferase Mdm2/MdmX complementation, luminescence; inhibition, % at 8 µM; 330,000 tested, 3% active; AID 485346;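 active means inhibition of at least 50% at 8 µM in the primary screen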
# Target sequence (O15151 whole entry, looked up): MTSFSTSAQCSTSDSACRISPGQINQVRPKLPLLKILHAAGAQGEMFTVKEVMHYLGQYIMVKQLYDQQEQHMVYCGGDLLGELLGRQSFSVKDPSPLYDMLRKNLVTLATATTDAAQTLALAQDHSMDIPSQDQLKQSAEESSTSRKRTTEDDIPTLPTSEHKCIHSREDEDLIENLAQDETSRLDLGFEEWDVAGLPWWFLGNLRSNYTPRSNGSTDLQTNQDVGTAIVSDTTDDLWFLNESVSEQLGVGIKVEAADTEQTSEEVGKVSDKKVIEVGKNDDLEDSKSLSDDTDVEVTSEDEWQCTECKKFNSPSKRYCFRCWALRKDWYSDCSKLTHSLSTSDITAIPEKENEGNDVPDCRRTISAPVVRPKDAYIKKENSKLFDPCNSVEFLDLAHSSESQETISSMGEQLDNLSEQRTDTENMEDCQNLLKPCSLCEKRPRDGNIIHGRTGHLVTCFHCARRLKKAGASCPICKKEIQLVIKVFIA
# Target sequence (Q00987 whole entry, looked up): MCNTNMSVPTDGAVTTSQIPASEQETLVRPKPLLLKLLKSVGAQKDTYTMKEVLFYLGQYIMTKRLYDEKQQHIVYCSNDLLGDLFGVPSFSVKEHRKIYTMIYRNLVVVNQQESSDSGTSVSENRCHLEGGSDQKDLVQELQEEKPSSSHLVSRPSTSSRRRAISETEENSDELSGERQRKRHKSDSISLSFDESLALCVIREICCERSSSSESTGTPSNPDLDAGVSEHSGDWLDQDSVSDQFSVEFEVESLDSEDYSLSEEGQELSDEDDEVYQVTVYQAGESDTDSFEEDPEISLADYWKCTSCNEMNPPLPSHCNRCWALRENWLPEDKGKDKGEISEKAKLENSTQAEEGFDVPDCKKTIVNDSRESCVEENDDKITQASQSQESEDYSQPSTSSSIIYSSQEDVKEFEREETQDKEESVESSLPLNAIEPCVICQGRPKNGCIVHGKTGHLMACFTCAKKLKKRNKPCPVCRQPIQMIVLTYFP
# UPR XBP1 act: activators of adaptive arm of unfolded protein response (XBP1); CHO-XBP1 luciferase reporter, IRE1-XBP1 UPR activation, luminescence; percent of tunicamycin response, DMSO as zero; activation, % at 20 µM; 330,000 tested, 0.33% active; AID 463104;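 active means versus positive control, 20 µM dose yields 30% or more activation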;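 further: 100% = tunicamycin at 10 µg/mL and 0% = DMSO only wells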
#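 Material: CHO-XBP1 cells stably carrying IRE1-XBP1-driven luciferase reporter | Medium: F12 with 10% serum | Compound dosing: 20 µM single concentration, DMSO 1% | Incubation: Overnight seeding at 37 °C, 6 h compound treatment at 37 °C | Detection: Steady-Glo luminescence read | Read-out basis: % activation of reporter signal versus tunicamycin and DMSO controls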
# CXCR6 inh: blocks human CXCR6 beta-arrestin recruitment | O00574 | inhibition, % at 20 µM | 360,000 tested, 0.36% active | CHO-K1 PathHunter CXCR6 beta-arrestin, luminescence; in the data active means inhibition above about 34%, passing the limit was not always enough;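 further: antagonist mode with CXCL16 agonist at 10 nM final; 0% = 10 nM CXCL16 with DMSO and 100% = unstimulated wells without agonist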
# APJ ag: activates the human apelin receptor APJ | 330,000 tested, 0.11% active | activation, % at 20 µM | CHO-K1 APJ PathHunter beta-arrestin, luminescence; 0% DMSO wells, 100% apelin;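 active means activation more than six SD over the plate average, tested at 20 µM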;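 further: 0% = DMSO alone and 100% = apelin-13 at 10 nM; some results filed as inactive read as strong as hits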
#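 system = engineered CHO-K1 APJ arrestin reporter cells | input = 1000 cells per well | timing = overnight seeding, 90 min compound at 25 °C, 1 h detection | measured by = enzyme-fragment complementation luminescence | read-out = beta-arrestin recruitment to APJ as agonist activity, luminescent signal | control set = negative DMSO alone, positive Apelin-13 at 10 nM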
# UPR CHOP act: apoptotic UPR (CHOP) activation; CHO-CHOP luciferase reporter, luminescence; percent of tunicamycin response over DMSO baseline; activation, % at 10 µM; 330,000 tested, 0.34% active; AID 449763;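 active means at 10 µM dose, activation of 40% or more, normalized to positive control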;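 further: 100% = tunicamycin at 10 µg/mL and 0% = DMSO alone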
#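 Assay system: CHO cells with stable CHOP pathway luciferase reporter; Buffer or medium: F12 plus 10% serum; Times: 16-18 h cell attachment, then 6 h compound exposure, 37 °C; Signal: luciferase luminescence; Read-out basis: percent activation relative to tunicamycin control; Control set: tunicamycin high control, DMSO low control.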
# APJ antagonist: APJ receptor antagonism; 330,000 tested, 0.32% active; CHO-K1 APJ beta-arrestin complementation, luminescence; inhibition, % at 20 µM;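 active means inhibition above about 40% at 20 µM, limit read from the data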;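 further: cells challenged with 10 nM apelin-13 agonist together with compound; plate controls were apelin-13 plus DMSO wells for no effect and DMSO wells lacking apelin-13 for full effect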
# Active calls of the source: *; · = no result given. Not all compounds are listed; count on the stated rates, not on these rows.
SMILES,tim23-1 inh,CCR6 antag,EBI2 block,Mdm2-MdmX inh,UPR XBP1 act,CXCR6 inh,APJ ag,UPR CHOP act,APJ antagonist
O=C1CC(NCc2ccccc2F)C(=O)N1c1ccccc1 (stereo unspecified),2,11,1,-11,1,1,-4,-0.9,18
COc1cc(CN2CCN(C(=O)c3cccc4ccccc34)CC2)cc(OC)c1O,5,12,-9,10,-4,-11,-2,1.1,-27
Cc1ccc(/C=N/NC(=O)c2cccc(S(=O)(=O)Nc3cccc(Cl)c3)c2)o1,-3,13,3,12,1,-7,-3,-1.1,-8
O=C(NNC(=O)C1CCC(C(=O)NNC(=O)c2cccs2)CC1)c1cccs1 (stereo unspecified),5,5,4,4,-1,-3,-4,2.9,-13
Cc1noc(C)c1NC(=O)N(C)C[C@H]1Oc2ccc(NC(=O)NC(C)C)cc2C(=O)N([C@H](C)CO)C[C@H]1C,-8,7,0,0,-1,-5,-2,-1.6,9
O=C(CNC(=O)c1ccccc1F)N/N=C/c1ccco1,-6,-3,-14,16,-2,2,6,2.7,-19
CC1=CC(C)C(C(=O)O)C(C(=O)O)C1 (stereo unspecified),-3,-11,-3,23,-1,-5,-5,0.0,-9
N#C[C@@H]1N(Cc2ccccc2)C(=O)[C@H]2CC3C=CC21O3 (stereo partly specified),4,9,3,0,-1,4,1,0.6,17
O=C(NCc1n[nH]c(=S)n1-c1ccc(F)cc1)c1ccc(S(=O)(=O)N2CCCCC2)cc1,12,0,-5,19,-7,-3,-1,1.0,-6
COC(C(=O)Nc1ccc(S(=O)(=O)Nc2ccc(F)cc2)cc1)c1ccccc1 (stereo unspecified),21,9,-3,17,0,-12,-2,2.2,-1
CCCn1c(=O)c(C(=O)NCc2ccccc2)c(O)c2ccccc21,1,-3,-7,27,-4,0,-2,-0.8,-25
COCCCN=CC1=C(O)CC(C)(C)CC1=O,0,11,-4,8,0,-3,0,-0.8,23
Cn1c(SCc2nc(-c3ccccc3)no2)nnc1-c1ccco1,19,13,-3,44,2,2,2,3.7,6
CC(C)c1ccc(/C=C/C(=O)n2nnc3ccccc32)cc1,31,21,14,24,2,10,-6,69*,-3
O=C(Nc1cccc(S(=O)(=O)N2CCOCC2)c1)c1cccc(S(=O)(=O)N2CCCC2)c1,8,8,-1,27,-3,2,5,1.1,-8
Cc1cccc(NC(=O)Nc2ccc(C#N)cc2)n1,7,5,11,78*,-2,2,-1,6.7,-6
CCCN(CC(=O)Nc1ccccc1OC)C(=O)c1ccncc1,4,3,-16,-14,7,7,1,-1.6,-11
Cn1cc(Br)c(C(=O)N/N=C/c2cccc(OC3CSC3)c2)n1,27,1,-13,-7,-1,-7,-1,7.7,6
Cc1oc(-c2ccccc2F)nc1CS(=O)(=O)CC(=O)NC1CCCC(C)C1C (stereo unspecified),21,0,4,-11,-2,0,5,-0.6,18
Cc1ccc(S(=O)(=O)NNC(=S)Nc2ccc(Cl)cc2)cc1,21,-7,2,6,5,2,-1,-0.1,8
COc1ccc(S(=O)(=O)N2CCCCC2)cc1NCC(=O)Nc1ccc(C)cc1,12,3,-8,29,-1,0,-2,1.4,0
Cc1ccc2cc3cc(C(=O)N4CCCCCC4)oc3nc2c1,54*,1,30,-170,-2,-8,0,0.4,-3
O=C(Nc1ccccc1)N1CCCN(c2ccc(C(F)(F)F)cn2)CC1,26,20,-20,10,-3,2,2,-0.8,23
CCCCCSc1nc2c(c(=O)[nH]c(=O)n2C)n1C(C)C,31,-2,-2,24,14,6,0,4.5,17
COC(=O)Cn1c(=O)c2c(nc3n2CCCN3CCc2ccccc2)n(C)c1=O,15,17,4,0,4,2,-4,-1.2,10
CCOc1ccc(C2Nc3cccc4cccc(c34)N2)cc1OC,17,-12,-8,30,0,9,5,0.3,-26
CC1CN(C(=O)COC(=O)c2ccc(F)cc2Cl)CC(C)O1 (stereo unspecified),6,4,-15,29,1,1,-1,0.3,3
COC(=O)c1sc(S(=O)(=O)N2CCCCC2C(=O)O)c(C(=O)OC)c1C (stereo unspecified),16,-9,-2,17,-2,-8,4,-0.2,6
COc1ccc(CCC(=O)NCCCNC(=O)CCc2ccc(OC)cc2)cc1,-5,-8,-4,17,2,-1,-2,0.4,10
O=[N+]([O-])c1cccc(/C=C/C=N/Nc2nc(N3CCCCC3)nc(N3CCCCC3)n2)c1,33,20,6,9,1,9,-4,1.0,-17
CC(C)CN(C(=O)CSc1nnnn1-c1ccccc1)c1c(N)n(CC(C)C)c(=O)[nH]c1=O,5,12,4,-9,0,5,0,-0.9,7
ClC(/C=N/n1cnnc1)=C/c1ccccc1,33,4,-11,-3,0,4,3,1.1,4
O=C(C1CCCC1)N(c1ccccc1)C1C=CS(=O)(=O)C1 (stereo unspecified),2,17,4,-14,0,-10,-5,-1.7,10
Cc1cc(C)nc(OC(=O)c2ccc(Cl)cc2Cl)n1,74*,·,·,9,-1,·,3,0.2,-15
CC(=O)C12CC(C)=C(C)CC1CC1C3CCC4=CC(=O)CCC4(C)C3CCC12C (stereo unspecified),27,-24,-1,26,1,-27,4,-0.3,-35
COc1ccc(-c2nnc3n2CCCCC3)cc1,-1,3,3,18,1,-4,-1,0.9,-13
Cc1cccc(C)c1OCc1cc(C(=O)NCc2ccc(Cl)s2)no1,14,26,-2,3,-2,1,-4,-0.6,6
COc1ccc(NC(=O)C(Sc2ccccc2)c2ccccc2)c(OC)c1 (stereo unspecified),5,5,2,26,1,8,0,0.6,10
CCOc1cc(C(=O)Nc2c(C)ccc3nsnc23)cc(OCC)c1OCC,-23,4,2,12,0,0,4,0.1,10
O=C(Nc1ccccn1)C1COc2ccccc2O1 (stereo unspecified),5,-3,-17,12,1,-9,0,0.1,0
COc1ccc2c(CC(=O)NCc3cccs3)coc2c1,11,7,-2,13,-1,-9,2,2.4,14
C/C(Cn1nnc([N+](=O)[O-])n1)=N\NC(=O)c1ccccc1O,5,-21,-17,28,-4,-11,14,2.1,-67
CCCC(=O)Nc1ccc(NC(=O)c2cc3ccccc3o2)c(OC)c1,16,13,12,-33,-2,-9,2,8.2,-3
CNCc1ccccc1Sc1cc(O)ccc1O,60*,84*,-3,91*,2,40,4,16,-54
COc1ccc(C/C(C)=N/NC(=S)Nc2ccc(C)c(C)c2)cc1,46,-18,-4,-21,-2,-5,2,1.5,0
COc1cccc(NC(=O)C(C)OC(=O)c2n[nH]c3ccccc23)c1 (stereo unspecified),11,5,6,3,-2,3,-2,4.8,-9
CN(CC(=O)Nc1ccccc1C(=O)NC1CC1)Cc1ccc(Cl)s1,11,5,10,10,1,0,-1,-1.4,18
O=C(N=C1c2ccccc2CN1c1ccc(F)c(F)c1)c1cccnc1,42,0,5,-7,-1,0,-4,-2.0,8
CCOC(=O)CN1CCC(c2cc(-c3ccc(Cl)cc3)n[nH]2)CC1,19,10,40*,-4,1,4,0,1.3,10
COc1ccc(OC)c(NC(=O)CSC2=NN3CCCC(=O)N=C3S2)c1,1,2,-14,16,-1,-4,2,1.2,3
CC(Sc1nnc(-c2cccnc2)n1-c1ccccc1F)C(=O)N1CCCc2ccccc21 (stereo unspecified),15,·,·,9,1,·,-1,1.3,-11
CCN1C(=O)[C@H]2[C@@H](c3ccc(C)cc3)N3C(=O)N(c4cccc(Br)c4)C(=O)[C@@]3(CC(C)C)[C@H]2C1=O,-8,6,-2,2,-2,7,2,-1.0,-2
Cc1cccc(N2CCN(C(=O)c3ccccc3SCC(=O)N3CCCC3)CC2)c1C,9,20,-3,-11,0,7,2,-1.9,9
CCCCC(C(=O)NC1CCCC1)N(Cc1ccco1)C(=O)Cn1nnc(-c2ccc(F)cc2)n1 (stereo unspecified),-4,12,13,15,-3,-4,5,-1.3,9

# 5 entries already listed, ordered by number of heavy atoms, lowest first.
SMILES,tim23-1 inh,CCR6 antag,EBI2 block,Mdm2-MdmX inh,UPR XBP1 act,CXCR6 inh,APJ ag,UPR CHOP act,APJ antagonist
COc1cccc(NC(=O)C(C)OC(=O)c2n[nH]c3ccccc23)c1 (stereo unspecified),11,5,6,3,-2,3,-2,4.8,-9
COc1ccc(OC)c(NC(=O)CSC2=NN3CCCC(=O)N=C3S2)c1,1,2,-14,16,-1,-4,2,1.2,3
Cc1cccc(N2CCN(C(=O)c3ccccc3SCC(=O)N3CCCC3)CC2)c1C,9,20,-3,-11,0,7,2,-1.9,9
CC(Sc1nnc(-c2cccnc2)n1-c1ccccc1F)C(=O)N1CCCc2ccccc21 (stereo unspecified),15,·,·,9,1,·,-1,1.3,-11
CCCCC(C(=O)NC1CCCC1)N(Cc1ccco1)C(=O)Cn1nnc(-c2ccc(F)cc2)n1 (stereo unspecified),-4,12,13,15,-3,-4,5,-1.3,9

# Single records, from the list above. Order of values: tim23-1 inh	CCR6 antag	EBI2 block	Mdm2-MdmX inh	UPR XBP1 act	CXCR6 inh	APJ ag	UPR CHOP act	APJ antagonist
# `CCN1C(=O)[C@H]2[C@@H](c3ccc(C)cc3)N3C(=O)N(c4cccc(Br)c4)C(=O)[C@@]3(CC(C)C)[C@H]2C1=O` in the list: -8	6	-2	2	-2	7	2	-1.0	-2
# `CCCn1c(=O)c(C(=O)NCc2ccccc2)c(O)c2ccccc21` in the list: 1	-3	-7	27	-4	0	-2	-0.8	-25
# `CN(CC(=O)Nc1ccccc1C(=O)NC1CC1)Cc1ccc(Cl)s1` in the list: 11	5	10	10	1	0	-1	-1.4	18
# `COc1ccc(OC)c(NC(=O)CSC2=NN3CCCC(=O)N=C3S2)c1` in the list: 1	2	-14	16	-1	-4	2	1.2	3
# `O=C(Nc1ccccc1)N1CCCN(c2ccc(C(F)(F)F)cn2)CC1` in the list: 26	20	-20	10	-3	2	2	-0.8	23

# High-throughput results deposited in PubChem BioAssay by Sanford-Burnham Center for Chemical Genomics.
